Screens (PubChem BioAssay)
hIAP block – blocks human intestinal alkaline phosphatase | P09923 | purified IAP, CDP-Star luminescence, 30 min | inhibition, % at 10 µM | 330,000 tested, 0.12% active | AID 2544;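 active = inhibition reaching a set limit with compound at 10 µM in the primary screen, cut at about 35% in these data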;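 note: plate controls were DMSO wells with enzyme for no effect and no-enzyme buffer wells for full effect; values of inactives mirror those of a sister screen read the other way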
Target sequence (P09923 whole entry, looked up): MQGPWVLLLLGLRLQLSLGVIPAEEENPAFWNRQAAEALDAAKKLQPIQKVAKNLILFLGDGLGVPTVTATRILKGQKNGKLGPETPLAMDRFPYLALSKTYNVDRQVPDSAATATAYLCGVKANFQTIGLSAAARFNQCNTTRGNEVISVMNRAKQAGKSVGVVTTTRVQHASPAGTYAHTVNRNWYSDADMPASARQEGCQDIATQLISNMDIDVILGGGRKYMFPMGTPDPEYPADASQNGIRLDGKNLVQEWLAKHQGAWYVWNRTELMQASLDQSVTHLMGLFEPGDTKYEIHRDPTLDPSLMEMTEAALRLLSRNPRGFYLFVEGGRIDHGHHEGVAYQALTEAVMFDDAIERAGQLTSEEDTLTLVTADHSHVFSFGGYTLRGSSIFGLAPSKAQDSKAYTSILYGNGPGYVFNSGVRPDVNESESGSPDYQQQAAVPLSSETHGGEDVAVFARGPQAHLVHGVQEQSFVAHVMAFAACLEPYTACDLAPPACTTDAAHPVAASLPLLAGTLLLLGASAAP
PfGluPho inh – PfG6PD (Plasmodium falciparum) enzyme inhibition; PfGluPho enzyme, NADPH resazurin-diaphorase fluorescence; inhibition, % at 20 µM; 350,000 tested, 0.78% active;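 active = inhibition reaching at least a set limit at 20 µM in the primary screen, cut at about 59% in these data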;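 note: 0% = DMSO wells with substrate and 100% = DMSO wells lacking glucose-6-phosphate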
ATG4B inh – blocks human ATG4B protease cleavage of LC3 substrate. Q9Y4P1. ATG4B cleavage of LC3-PLA2, NBD-HPC fluorescence, 1 h. inhibition, % at 8.33 µM. 340,000 tested, 0.51% active. AID 504462; in the data active = inhibition above about 40%
hIAP activ – human IAP activation | purified human IAP, CDP-Star luminescence, 30 min; stronger effect = higher value; 1 = vehicle-only enzyme, 0 = enzyme-free background | activation factor at 10 µM | 330,000 tested, 0.16% active;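 active = activation factor of the enzyme at least 2-fold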; note: the source names both 10 and 20 µM as test concentration; values of inactives mirror those of a sister screen read the other way
mIAP activ – mouse IAP activation; activation factor at 10 µM; 330,000 tested, 0.24% active; muIAP, CDP-Star luminescence, 30 min; stronger effect = higher value; 1 = vehicle-only enzyme signal, 0 = enzyme-free wells; AID 2805;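 active = activation factor of at least 2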; note: the source names both 10 and 20 µM as test concentration; values of inactives mirror those of a sister screen read the other way
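System: Mouse IAP enzyme | Also added: CDP-Star substrate | Dosing: Compounds dispensed in DMSO | Schedule: 30 min enzyme-substrate-compound incubation at room temperature | Technique: Chemiluminescence readout | Control set: DMSO-only wells and no-enzyme negative control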
A3A deaminase – inhibitors of human APOBEC3A DNA deaminase | P31941 | recombinant A3A, FAM/TAMRA ssDNA deamination fluorescence | inhibition, % at 20 µM | 330,000 tested, 0.41% active;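 active = at least 40% inhibition at 20 µM here, with at most 30% in a related deaminase screen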;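 note: plate controls were A3A with DMSO for no effect and wells lacking A3A enzyme for full effect; some results filed as inactive read as strong as hits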
Target sequence (P31941 whole entry, looked up): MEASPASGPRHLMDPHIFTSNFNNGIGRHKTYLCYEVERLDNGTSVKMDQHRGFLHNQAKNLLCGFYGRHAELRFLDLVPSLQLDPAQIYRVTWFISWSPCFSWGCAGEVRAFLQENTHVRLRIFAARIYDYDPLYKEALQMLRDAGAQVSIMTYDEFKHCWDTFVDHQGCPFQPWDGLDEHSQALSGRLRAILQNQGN
mIAP block – mouse IAP inhibition; inhibition, % at 10 µM; 330,000 tested, 0.2% active; purified mouse IAP, CDP-Star luminescence, 30 min;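 active = inhibition of at least 40% at 10 µM in the primary screen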;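 note: plate controls were DMSO with enzyme for no effect and no enzyme wells for full effect; values of inactives mirror those of a sister screen read the other way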
HKDC1 inhibitor – inhibitors of human hexokinase HKDC1 | Q2TB90 | recombinant HKDC1, G6PDH/diaphorase resazurin coupled fluorescence | inhibition, % at 20 µM | 340,000 tested, 0.16% active;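 active = inhibition above about 35% when tested at 20 µM, limit read from the data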;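 note: plate controls were DMSO wells with enzyme for no effect and DMSO wells lacking enzyme for full effect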
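Material – in-house recombinant HK5 (HKDC1) enzyme · Quantity – HKDC1 at 5 µg/mL · Buffer or medium – pH 8.0 Tris buffer with 10 mM MgCl2 · Reagent – glucose with 1 mM ATP · Dosing – single 20 µM dose · Times – reaction time 90 min, room temperature, protected from light · Technique – resorufin fluorescence at 613 nm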
Active calls of the source: *; nt = not tested or not shown. Compounds as they come; 2.4% or so of the library scored in one or more.

hIAP block	PfGluPho inh	ATG4B inh	hIAP activ	mIAP activ	A3A deaminase	mIAP block	HKDC1 inhibitor	SMILES
-6	-22	51*	1.1	0.97	6	3	24	COc1ccccc1NS(=O)(=O)c1cccc(-n2c(O)c(C=Nc3ccccc3C(=O)O)c3ccccc3c2=O)c1
-11	-15	-7	1.1	0.99	0	1	2	CC1(C)Nc2ccccc2C(=O)N1NC(=O)c1ccccc1
-2	6	-1	1	1.1	-9	-8	-8	COc1ccc(Cl)cc1NC(=O)C1COc2ccccc2O1 (stereo not given)
-12	23	-11	1.1	0.99	-1	1	2	Cn1ncc2c(Nc3ccc(Cl)cc3)ncnc21
-15	-3	0	1.1	1.1	-2	-9	-2	CCc1cccc(NC(=O)Cn2c(=O)c3cccn3c3ccccc32)c1
-8	-26	-7	1.1	0.89	-5	12	-8	O=C(O)c1cccc(COc2ccccc2Cl)c1
1	10	-2	0.99	1.1	-3	-8	9	COc1ccc(N2C(=O)c3ccccc3NC2c2ccc(OC)c(Cn3nnc4ccccc43)c2)cc1 (stereo not given)
2	-8	1	0.98	1	4	-1	-2	O=c1ccc(Br)c[nH]1
-15	-14	2	1.1	0.93	1	7	8	O=C(CSc1ncnc2c1oc1ccccc12)NCC1CCCO1 (stereo not given)
9	10	-5	0.91	0.94	3	6	1	N#Cc1c(C(F)(F)F)cc(-c2ccccc2)[nH]c1=O
-1	12	-3	1	0.99	-1	1	-6	Cc1ccc(C)c(OCCC(=O)OCC(=O)NC2CCCC2)c1
-17	63*	-5	1.2	1.1	-4	-6	19	COC(=O)CCC(=O)OC1(C)C(=O)C=C2C=C(C3CC3)N(CCc3ccccn3)C=C2C1=O (stereo not given)
0	10	0	1	0.84	-2	16	-8	CC1(C)C2CC=C(/C=N/NC(=O)C(N)=O)C1C2 (stereo not given)
8	6	-6	0.92	0.93	-2	7	-2	O=C(c1sc2ccccc2c1Cl)N(Cc1cccs1)C1CCS(=O)(=O)C1 (stereo not given)
-2	15	1	1	0.98	-1	2	-5	O=C(NC1CC(=O)N(c2cccc(F)c2)C1)N1CCN(C(=O)c2ccco2)CC1 (stereo not given)
0	7	-6	1	1.1	1	-8	-5	COP(=O)(OC)C(NC(=O)Nc1ccccc1)c1ccccc1 (stereo not given)
-16	-17	-11	1.2	0.97	0	3	-2	CCOC(=O)c1sc(=S)n(CC)c1N
-9	5	-4	1.1	1	1	-2	-3	CCCCNC(=O)CCCN1C(=O)c2cccnc2Sc2ccccc21
-14	-8	1	1.1	1	-5	0	-3	O=C(OCC(=O)N1CCCCCC1)c1ccc[nH]c1=O
-4	24	5	1	1	-4	-3	2	Fc1ccc(-c2csc(Nc3ccccn3)n2)c(F)c1
-4	-6	-3	1	0.89	1	11	-6	C/C(CC(=O)Nc1cccc(Cl)c1Cl)=N\NC(=O)C(=O)NC1CCCCC1
-7	9	-2	1.1	1.1	7	-13	-8	CC1CC(C)CN(C(=O)COC(=O)COc2ccc(C#N)cc2)C1 (stereo not given)
19	-5	1	0.81	0.82	-4	18	-12	CCCCC(=O)NCc1ccccc1Cl
2	-13	5	0.98	0.96	-2	4	-1	O=C(COc1cccnc1[N+](=O)[O-])NCc1ccco1
-1	-4	-18	1	0.97	-1	3	0	Cn1c2ccccc2c2cc(C(=O)OCC(=O)N3CC(=O)Nc4ccccc43)sc21

Shown bar-delimited: four of the compounds above.
molecule | hIAP block | PfGluPho inh | ATG4B inh | hIAP activ | mIAP activ | A3A deaminase | mIAP block | HKDC1 inhibitor
Cn1c2ccccc2c2cc(C(=O)OCC(=O)N3CC(=O)Nc4ccccc43)sc21 | -1 | -4 | -18 | 1 | 0.97 | -1 | 3 | 0
O=C(CSc1ncnc2c1oc1ccccc12)NCC1CCCO1 (stereo not given) | -15 | -14 | 2 | 1.1 | 0.93 | 1 | 7 | 8
COc1ccc(Cl)cc1NC(=O)C1COc2ccccc2O1 (stereo not given) | -2 | 6 | -1 | 1 | 1.1 | -9 | -8 | -8
Cn1ncc2c(Nc3ccc(Cl)cc3)ncnc21 | -12 | 23 | -11 | 1.1 | 0.99 | -1 | 1 | 2

The listing picks up with the 2 entries that preceded the break.
hIAP block	PfGluPho inh	ATG4B inh	hIAP activ	mIAP activ	A3A deaminase	mIAP block	HKDC1 inhibitor	SMILES
2	-13	5	0.98	0.96	-2	4	-1	O=C(COc1cccnc1[N+](=O)[O-])NCc1ccco1
-1	-4	-18	1	0.97	-1	3	0	Cn1c2ccccc2c2cc(C(=O)OCC(=O)N3CC(=O)Nc4ccccc43)sc21
-10	13	-6	1.1	1.2	0	-20	-3	O=C(NCC(c1ccc(F)cc1)N1CCOCC1)c1ccc(OCc2ccccc2)cc1 (stereo not given)
-5	-4	1	1.1	1.1	-5	-8	11	O=C(CCN1CCN(C/C=C/c2ccccc2)CC1)Nc1cccc(F)c1
7	-6	-1	0.93	0.9	-2	10	2	CC(C)C(c1nnnn1CCc1ccccc1)N1CCSCC1 (stereo not given)
-18	3	-2	1.2	1.1	1	-13	-8	O=C(O)CN1C(=O)C2(OCCCO2)c2ccccc21
14	-13	-7	0.86	1.1	-1	-12	-2	CN1CCN(P(=O)(c2ccccc2)c2nc3ccccc3s2)CC1 (stereo not given)
-5	5	2	1.1	0.95	-3	5	-12	COc1ccc(CNC(=O)C/C(C)=N/NC(=O)Cc2ccc(OC)cc2)cc1
-19	nt	nt	1.2	0.88	-5	12	nt	CCCC(=O)Nc1cc(-c2nnc(OC)c3ccccc23)ccc1N1CCCCC1
12	5	-3	0.88	1	0	-1	-7	CCCC(c1nnnn1C(C)(C)CC)N1CCN(C(=O)c2ccco2)CC1 (stereo not given)
-70	2	5	1.7	1.1	4	-8	-7	CCN(CC)CCCn1c(=S)[nH]c2cc(OC)c(OC)cc2c1=O
-32	-4	-6	1.3	0.98	-7	2	-5	NNC(=O)CNC(c1ccccc1)c1cc(Cl)ccc1NC(=O)c1ccccc1 (stereo not given)
-15	3	7	1.1	1	1	-3	-1	O=C(NCc1cc(C(F)(F)F)cc(C(F)(F)F)c1)C1CC(c2cccc(F)c2)=NO1 (stereo not given)
-5	-11	3	1.1	0.94	30	6	0	COc1cc(OC)cc(C(=O)Nc2nc(CC(=O)NCCc3ccccc3)cs2)c1
-3	-7	-17	1	1.1	3	-8	1	COc1ccc(-c2[nH]nc(-c3ccccc3)c2-c2nc3ccccc3[nH]2)cc1
13	-6	5	0.87	1	1	-2	-1	O=C(CCNC(=O)C1CCN(S(=O)(=O)c2ccccc2)CC1)Nc1ccccc1
0	8	-6	1	0.82	5	18	-9	CCOC(=O)c1sc(NC(=O)CSc2nc(C)cc(-c3ccccc3)n2)c(C#N)c1C
24	5	-3	0.76	0.94	-2	6	-1	COc1ccc(S(=O)(=O)N2CCN(C(=O)c3ccco3)CC2)c(C)c1C
-7	1	14	1.1	1.1	-2	-6	-4	CCOC(=O)c1cnc(SCc2ccccc2)nc1N
15	7	-8	0.85	0.97	7	3	-4	CCCCN(CC)CCNC(=O)c1cc2c(C)nc3ccccc3c2o1
1	-17	10	0.99	0.93	-7	7	-6	Cc1cccc(NC2SC(=O)N(CC(=O)O)C2=O)c1 (stereo not given)
13	-14	7	0.87	0.83	1	17	-5	Cc1nn(C)c(C)c1NS(=O)(=O)c1ccccc1Cl
17	-6	4	0.83	0.95	0	4	-2	Cc1cc(-c2ccc(S(=O)(=O)N3CCc4ccccc4C3)s2)on1
-7	16	5	1.1	0.93	14	7	-2	CCOC(=O)/C=C/C(=O)OCC(=O)N1CCN(C(=O)c2ccco2)CC1
-7	-6	30	1.1	0.81	91	19	13	CC1(C)Cc2c(C#N)c(N3CCN(C(=O)c4ccco4)CC3)nc(-c3ccco3)c2CS1
24	-14	2	0.76	0.86	0	14	22	O=C(O)CN1C(=O)/C(=C\c2cn(CC(=O)N3CCOCC3)c3ccccc23)SC1=S
18	0	5	0.82	1	-6	-1	1	CCc1ccc(NC(=O)CCCN2C(=O)C3CC=CCC3C2=O)cc1 (stereo not given)
4	-34	-6	0.96	1.1	4	-9	4	CCCc1cc(=O)oc2cc(OCc3ccc(C(=O)O)cc3)ccc12
-14	48	-1	1.1	1	-3	-2	-6	COc1ccc(C(=O)Nc2ccc(Cl)cn2)cc1Cl

Full records, quoted from the list. Screens in order: hIAP block, PfGluPho inh, ATG4B inh, hIAP activ, mIAP activ, A3A deaminase, mIAP block, HKDC1 inhibitor
CC1(C)Nc2ccccc2C(=O)N1NC(=O)c1ccccc1 as listed: -11, -15, -7, 1.1, 0.99, 0, 1, 2
O=C(O)CN1C(=O)/C(=C\c2cn(CC(=O)N3CCOCC3)c3ccccc23)SC1=S as listed: 24, -14, 2, 0.76, 0.86, 0, 14, 22
C/C(CC(=O)Nc1cccc(Cl)c1Cl)=N\NC(=O)C(=O)NC1CCCCC1 as listed: -4, -6, -3, 1, 0.89, 1, 11, -6
